# TcdB GH inh: blocks C. difficile toxin B glycohydrolase activity; actives 0.24% (n = 350,000); inhibition, % at 9.99 µM; AID 652162; TcdB glycohydrolase enzymatic assay, plate reader; P18177; in the data active means inhibition above about 10%
# Numbers without * were called inactive; & = joins results of further samples. Only part of the results is shown (hit frequency here may not be typical).
SMILES,TcdB GH inh
C[C@H](CO)N1C[C@H](C)[C@@H](CN(C)S(=O)(=O)c2ccc(F)cc2)Oc2ccc(NC(=O)CCCN(C)C)cc2C1=O,0.2
C[C@H]1CCCCO[C@@H](CN(C)S(=O)(=O)c2cccs2)[C@@H](C)CN([C@@H](C)CO)C(=O)c2cc(NC(=O)Nc3ccc(F)cc3)ccc2O1,1.9
C[C@@H]1CN([C@H](C)CO)C(=O)c2cc(NS(=O)(=O)c3ccc(F)cc3)ccc2O[C@@H]1CN(C)Cc1ccncc1,0.0
COc1ccccc1-c1ccc2c(c1)O[C@H](CN(C)Cc1ccc3c(c1)OCO3)[C@@H](C)CN([C@H](C)CO)S2(=O)=O,-1.8
COCC(=O)N(C)C[C@@H]1Oc2ncc(-c3ccc(C)cc3)cc2C(=O)N([C@@H](C)CO)C[C@H]1C,0.1
CCCC(=O)Nc1ccc2c(c1)C(=O)N(C)[C@@H]1CC[C@H](CC(=O)N3CCCCC3)O[C@H]1CO2,-0.2
COc1cccc(S(=O)(=O)N2C[C@@H](O)COC[C@@H]3O[C@H](CC(=O)N4CCN(C)CC4)CC[C@H]32)c1,-10
Cc1ccc(S(=O)(=O)Nc2ccc3c(c2)C(=O)N([C@H](C)CO)C[C@@H](C)[C@@H](CN(C)S(=O)(=O)c2c(C)noc2C)OCCCC[C@H](C)O3)cc1,0.6
O=C(c1ccc(F)cc1)N1CC(=O)N2[C@H](CO)[C@@H](c3ccc(C#Cc4ccc(F)cc4)cc3)[C@@H]2C1,-1.3
O=C(Nc1cccc(F)c1)N1C[C@@H]2N[C@H](C1)C2c1ccc(-c2ccc(F)cc2)cc1 (stereo partly specified),-0.5&0.4
C[C@@H]1CN([C@H](C)CO)C(=O)CCCn2cc(nn2)CO[C@@H]1CN(C)C(=O)CCCN(C)C,-10
C[C@@H]1CN([C@@H](C)CO)S(=O)(=O)c2ccc(C#CC(C)(C)O)cc2O[C@@H]1CN(C)C,-0.2
COc1ccc(S(=O)(=O)Nc2ccc3c(c2)C(=O)N([C@H](C)CO)C[C@@H](C)[C@@H](CN(C)C(=O)NC(C)C)OCCCC[C@@H](C)O3)cc1,0.4
COc1ccc(S(=O)(=O)Nc2ccc3c(c2)C(=O)N([C@@H](C)CO)C[C@@H](C)[C@@H](CN(C)Cc2ccc(C(=O)O)cc2)OCCCC[C@H](C)O3)cc1,-6.3
CC(C)C#Cc1cnc2c(c1)C(=O)N([C@H](C)CO)C[C@H](C)[C@H](CN(C)S(=O)(=O)c1cn(C)cn1)O2,0.6
CCCNC(=O)Nc1ccc2c(c1)C(=O)N(C)[C@H]1CC[C@H](CC(=O)NCCCN(C)C)O[C@H]1CO2,0.1
C[C@@H]1CN([C@H](C)CO)C(=O)c2cc(-c3ccc(C#N)cc3)cnc2O[C@H]1CN(C)Cc1cccnc1,-2.0
C[C@@H]1CN([C@@H](C)CO)C(=O)c2cc(NC(=O)Nc3ccc(C(F)(F)F)cc3)ccc2O[C@H]1CN(C)C(=O)Nc1ccccc1,-0.4
O=C(C[C@@H]1CC[C@@H]2[C@H](COC[C@@H](O)CN2Cc2ccc(F)cc2)O1)N1CCc2ccccc2C1,-7.1
COc1ccc(S(=O)(=O)N(C)C[C@@H]2OCCCC[C@H](C)Oc3ccc(NS(=O)(=O)c4ccccc4)cc3C(=O)N([C@@H](C)CO)C[C@@H]2C)cc1,0.3
CC(=O)N(C)C[C@@H]1Oc2ncc(C#CC(C)(C)O)cc2C(=O)N([C@H](C)CO)C[C@H]1C,0.2
C[C@@H]1CN([C@@H](C)CO)C(=O)Cc2cc(NS(=O)(=O)c3ccccc3)ccc2O[C@H]1CN(C)S(=O)(=O)c1cccs1,-7.5
O=C(Nc1ccc(-c2ccccc2)cc1)[C@@H]1[C@@H](CO)[C@@H]2Cn3c(cccc3=O)[C@H]1N2Cc1cccnc1,0.6
O=C(C[C@@H]1CC[C@H]2[C@@H](COC[C@@H](O)CN2C(=O)c2cccnc2)O1)Nc1ccc(-c2ccccc2)cc1,-0.3
C[C@@H]1CN([C@@H](C)CO)S(=O)(=O)c2ccc(-c3ccccc3)cc2O[C@H]1CN(C)CC1CC1,-1.1
CCN1[C@@H]2c3ccc(/C=C/c4ccccc4)c(=O)n3C[C@H]1[C@H](CO)[C@H]2C(=O)NCc1ccccn1,-0.3
C[C@H]1CN([C@@H](C)CO)C(=O)c2cccc(NC(=O)C3CCCCC3)c2O[C@@H]1CN(C)Cc1ccc(Oc2ccccc2)cc1,-1.1
C[C@@H]1CN([C@@H](C)CO)C(=O)c2cc(-c3cccc(F)c3)cnc2O[C@@H]1CN(C)C(=O)C1CCCCC1,1.3
CO[C@@H](CN(C)C(=O)Nc1ccc(Cl)cc1)[C@H](C)CN(Cc1ccccc1Cl)[C@@H](C)CO,1.0
C[C@@H]1CN([C@@H](C)CO)C(=O)Cc2cc(NC(=O)Nc3ccc(C(F)(F)F)cc3)ccc2O[C@H]1CN(C)S(C)(=O)=O,-0.4
CO[C@@H]1CN(C)C(=O)c2cc(NC(C)=O)ccc2OC[C@H](C)N(Cc2ccccn2)C[C@@H]1C,-1.2
CCCC#Cc1ccc2c(c1)[C@H]1[C@H](CCN1S(=O)(=O)c1ccc(C)cc1)[C@H](CO)N2C,-0.5
Cc1noc(C)c1NC(=O)N(C)C[C@H]1OCCCC[C@H](C)Oc2ccc(NC(=O)CCC(F)(F)F)cc2C(=O)N([C@H](C)CO)C[C@@H]1C,-1.4
CCCNC(=O)N(C)C[C@@H]1[C@@H](c2ccccc2)[C@H](CO)N1C(=O)c1ccccc1,-1.3
CC(=O)Nc1ccc2c(c1)C(=O)N(C)[C@@H]1CC[C@H](CC(=O)NCc3ccccc3Cl)O[C@@H]1CO2,-1.1
COc1cccc(-c2ccc([C@@H]3[C@@H](CO)N4CCCCN(CC5CC5)C[C@@H]34)cc2)c1,-6.3
O=C(NCC[C@H]1CC[C@@H](NS(=O)(=O)c2ccccc2)[C@H](CO)O1)c1ccccc1F,-1.2
C/C=C/c1ccc([C@@H]2[C@@H](CO)N(C(=O)C3CC3)[C@H]2CN(C)C(=O)CN(C)C)cc1,-0.6
CC(C)NC(=O)N(C)C[C@H]1Oc2cc(Br)ccc2S(=O)(=O)N([C@@H](C)CO)C[C@@H]1C,0.6
C[C@@H]1CN([C@@H](C)CO)C(=O)c2cc(C#CC3(O)CCCC3)cnc2O[C@H]1CN(C)C(=O)Cc1ccccc1,0.9
COc1ccc(CN(C)C[C@@H]2OCCCC[C@@H](C)Oc3ccc(NC(=O)CCC(F)(F)F)cc3C(=O)N([C@@H](C)CO)C[C@@H]2C)cc1,-1.1
C[C@H](CO)N1C[C@H](C)[C@@H](CN(C)C(=O)c2ccccc2)OCCCC[C@H](C)Oc2ccc(NC(=O)Nc3ccc(C(F)(F)F)cc3)cc2C1=O,0.2
CO[C@H]1CN(C)C(=O)c2ccc(NC(=O)C3CC3)cc2OC[C@H](C)N(Cc2cccnc2)C[C@H]1C,1.2
CC(=O)N(C)C[C@@H]1Oc2ncc(C#C[C@@H](C)O)cc2C(=O)N([C@@H](C)CO)C[C@@H]1C,0.1
CC(=O)Nc1ccc2c(c1)C(=O)N(C)[C@H]1CC[C@H](CC(=O)NCc3ccc(Cl)cc3)O[C@@H]1CO2,-0.6
CC(C)C[C@@H]1COCn2nncc2CCCC(=O)N1,-0.8
CN(C)C(=O)c1ccc(-c2ccc([C@@H]3[C@@H](CO)N4CCCCN(Cc5ccncc5)C[C@H]34)cc2)cc1,-0.2
C[C@@H]1CN([C@H](C)CO)C(=O)c2cc(NC(=O)CCCN(C)C)ccc2O[C@H]1CN(C)C(=O)Nc1ccc(F)cc1,1.2
C[C@H](CO)N1C[C@H](C)[C@@H](CN(C)Cc2ccc(C(F)(F)F)cc2)OCCCC[C@H](C)Oc2ccc(NC(=O)Nc3ccc(F)cc3)cc2C1=O,1.6
CCC(=O)N[C@@H]1CC[C@@H](CCNC(=O)Nc2ccc(C(F)(F)F)cc2)O[C@H]1CO,-0.9
Cc1noc(C)c1NC(=O)N(C)C[C@H]1Oc2ncc(C#CC(C)C)cc2C(=O)N([C@@H](C)CO)C[C@@H]1C,-2.0
COCCNC(=O)C[C@@H]1C[C@H]2c3cc(NS(=O)(=O)c4ccccc4)ccc3O[C@H]2[C@@H](CO)O1,-0.8
O=C(C[C@@H]1C[C@H]2c3cc(NC(=O)Nc4ccccc4F)ccc3O[C@H]2[C@H](CO)O1)NCc1ccc2c(c1)OCO2,0.2
CC(C)C#Cc1cnc2c(c1)C(=O)N([C@H](C)CO)C[C@H](C)[C@H](CN(C)Cc1cncnc1)O2,-0.3
C[C@H](CO)N1C[C@H](C)[C@@H](CN(C)C(=O)NC2CCCCC2)OCCCC[C@H](C)Oc2ccc(NC(=O)Nc3cccc4ccccc34)cc2C1=O,0.6
CC(C)NC(=O)N(C)C[C@H]1Oc2ncc(-c3ccccc3F)cc2C(=O)N([C@@H](C)CO)C[C@@H]1C,0.7
C[C@@H]1CN([C@H](C)CO)C(=O)c2cc(-c3cccc(F)c3)cnc2O[C@@H]1CN(C)C,-0.1
Cc1noc(C)c1NC(=O)N(C)C[C@@H]1Oc2ccc(NC(=O)Nc3ccc(F)cc3)cc2C(=O)N([C@H](C)CO)C[C@@H]1C,-0.3
C[C@@H]1CCCCO[C@@H](CN(C)C(=O)c2ccncc2)[C@@H](C)CN([C@H](C)CO)C(=O)c2cc(NC(=O)c3ccncc3)ccc2O1,0.1
CCC(=O)N1C[C@@H](C)[C@H](OC)CN(C)C(=O)c2cc(NC(=O)Nc3ccc(Cl)cc3)ccc2OC[C@@H]1C,1.4

# (listing goes on)
SMILES,TcdB GH inh
O=C([C@@H]1[C@@H](CO)[C@@H]2Cn3c(ccc(-c4ccccc4F)c3=O)[C@H]1N2C(=O)C1CC1)N1CCOCC1,0.2
COc1ccc(NC(=O)N2CC(=O)N3[C@@H](CO)[C@H](c4ccc(-c5ccccc5)cc4)[C@@H]3C2)cc1,0.5
CCC(=O)N1[C@@H](CO)[C@@H](c2ccc(-c3ccc(C#N)cc3)cc2)C12CN(C(C)=O)C2,-0.4
CC(C)CC#Cc1ccc([C@H]2[C@@H](CO)N3C(=O)CN(S(=O)(=O)c4ccccc4)C[C@@H]23)cc1,0.2
O=C(Nc1ccccc1F)N1CC(=O)N2[C@H](CO)[C@H](c3ccc(C#CC4CC4)cc3)[C@@H]2C1,0.0
O=C(C1CC1)N1CC[C@@H]2[C@H](CO)Nc3ccc(Br)cc3[C@@H]21,-1.0
C[C@H](CO)N1C[C@H](C)[C@@H](CN(C)Cc2ccc(-c3ccccc3)cc2)Oc2ccc(NS(=O)(=O)c3ccccc3)cc2CC1=O,-0.3
Cc1ccc(S(=O)(=O)N(C)C[C@H]2Oc3ccc(NC(=O)C4CC4)cc3C(=O)N([C@@H](C)CO)C[C@@H]2C)cc1,-2.2
CN1C(=O)c2cc(NC(=O)Nc3ccc(F)cc3)ccc2OC[C@H]2O[C@H](CC(=O)NC3CCC3)CC[C@@H]21,-1.2
CCCN1C[C@H](C)[C@H](OC)CN(C)C(=O)c2ccc(NC(=O)c3cccc(F)c3)cc2OC[C@H]1C,0.1
CCCNC(=O)N[C@H]1C=C[C@H](CC(=O)N2CCN(C)CC2)O[C@@H]1CO,-1.7
COc1ccc(S(=O)(=O)N(C)C[C@H]2Oc3ccc(N(C)C)cc3C(=O)N([C@@H](C)CO)C[C@H]2C)cc1,-1.5
CNC[C@H]1Oc2c(NC(=O)Nc3ccccc3)cccc2C(=O)N([C@@H](C)CO)C[C@@H]1C,0.0
O=C(Nc1cccc(F)c1)N1[C@@H]2CNC[C@H]1C2c1ccc(-c2cccc(F)c2)cc1 (stereo partly specified),-0.1&-1.8
C[C@@H]1CCCCO[C@H](CN(C)C(=O)CCCN(C)C)[C@@H](C)CN([C@@H](C)CO)C(=O)c2cc(NC(=O)Nc3ccccc3)ccc2O1,-0.4

# Some of the entries so far, with tabs.
SMILES	TcdB GH inh
CC(C)CC#Cc1ccc([C@H]2[C@@H](CO)N3C(=O)CN(S(=O)(=O)c4ccccc4)C[C@@H]23)cc1	0.2
O=C(Nc1ccccc1F)N1CC(=O)N2[C@H](CO)[C@H](c3ccc(C#CC4CC4)cc3)[C@@H]2C1	0.0
O=C(C1CC1)N1CC[C@@H]2[C@H](CO)Nc3ccc(Br)cc3[C@@H]21	-1.0
C[C@H](CO)N1C[C@H](C)[C@@H](CN(C)Cc2ccc(-c3ccccc3)cc2)Oc2ccc(NS(=O)(=O)c3ccccc3)cc2CC1=O	-0.3
Cc1ccc(S(=O)(=O)N(C)C[C@H]2Oc3ccc(NC(=O)C4CC4)cc3C(=O)N([C@@H](C)CO)C[C@@H]2C)cc1	-2.2
CN1C(=O)c2cc(NC(=O)Nc3ccc(F)cc3)ccc2OC[C@H]2O[C@H](CC(=O)NC3CCC3)CC[C@@H]21	-1.2
CCCN1C[C@H](C)[C@H](OC)CN(C)C(=O)c2ccc(NC(=O)c3cccc(F)c3)cc2OC[C@H]1C	0.1
CCCNC(=O)N[C@H]1C=C[C@H](CC(=O)N2CCN(C)CC2)O[C@@H]1CO	-1.7
COc1ccc(S(=O)(=O)N(C)C[C@H]2Oc3ccc(N(C)C)cc3C(=O)N([C@@H](C)CO)C[C@H]2C)cc1	-1.5
CNC[C@H]1Oc2c(NC(=O)Nc3ccccc3)cccc2C(=O)N([C@@H](C)CO)C[C@@H]1C	0.0
O=C(Nc1cccc(F)c1)N1[C@@H]2CNC[C@H]1C2c1ccc(-c2cccc(F)c2)cc1 (stereo partly specified)	-0.1&-1.8

# Going on with the list:
SMILES,TcdB GH inh
COc1ccc2c3c([nH]c2c1)[C@H](CO)N(C(=O)c1ccncc1)CC31CCN(C(=O)C2CCC2)CC1,0.4
COc1cccc(S(=O)(=O)Nc2ccc3c(c2)[C@H]2C[C@H](CC(=O)NCc4ccc(Cl)cc4)O[C@@H](CO)[C@H]2O3)c1,-0.3
COc1ccc(-c2cn(CC[C@@H]3CC[C@@H](NC(=O)c4cnccn4)[C@H](CO)O3)nn2)cc1,-0.2
CNC[C@H]1OCCCC[C@H](C)Oc2ccc(NC(=O)c3ccncc3)cc2C(=O)N([C@H](C)CO)C[C@@H]1C,0.6
CN(C)CC(=O)N[C@@H]1CC[C@H](CCn2cc(C3CCCC3)nn2)O[C@H]1CO,-2.5
COc1ccccc1CNC(=O)C[C@@H]1C=C[C@H](NC(=O)CN(C)C)[C@H](CO)O1,0.0

# Source: PubChem BioAssay
